# Screens deposited in PubChem BioAssay by Sanford-Burnham Center for Chemical Genomics.
# HT1080 cytotoxicity: HT1080 cell viability loss – fluorescence readout (AID 620) | cytotoxicity, % at 10 µM, or EC50 in µM where a hit was titrated | 87,000 compounds, 0.42% hits | HT1080 viability, fluorescence; higher % means a stronger effect; in the data active means cytotoxicity above about 50%;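 further: cells exposed to compound overnight then 4 h with Alamar Blue; 0% = vehicle DMSO and 100% = killing control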
# * marks the source's active call; other numbers are inactive results.
# The first seven entries as a preview:
SMILES,HT1080 cytotoxicity
CCOC(=O)C1CCCCN1Cc1cccc(C(F)(F)F)c1 (stereo unspecified),10%
Cc1ccccc1-n1nc(C)c2cc(C(=O)NC3CC3)sc21,-2%
c1ccc2[nH]c(CSc3nc4ccccc4s3)nc2c1,-3%
O=C(C(Cc1ccc(Cl)cc1)NS(=O)(=O)c1ccccc1)N1CC[C@@]2(O)CCCC[C@H]2C1 (stereo partly specified),-10%
CCOC(=O)c1cccc(N2C(=O)C3C(C2=O)C2C=CC3C23CC3)c1 (stereo unspecified),-3%
Cc1cccc(N(CC(=O)NC2CCCCC2)C(=O)CCCC(=O)Nc2ccccn2)c1,2%
CCc1ccc(CCC(=O)Nc2ccc(OC)cc2)o1,4%

# This part in full, previewed entries included:
SMILES,HT1080 cytotoxicity
CCOC(=O)C1CCCCN1Cc1cccc(C(F)(F)F)c1 (stereo unspecified),10%
Cc1ccccc1-n1nc(C)c2cc(C(=O)NC3CC3)sc21,-2%
c1ccc2[nH]c(CSc3nc4ccccc4s3)nc2c1,-3%
O=C(C(Cc1ccc(Cl)cc1)NS(=O)(=O)c1ccccc1)N1CC[C@@]2(O)CCCC[C@H]2C1 (stereo partly specified),-10%
CCOC(=O)c1cccc(N2C(=O)C3C(C2=O)C2C=CC3C23CC3)c1 (stereo unspecified),-3%
Cc1cccc(N(CC(=O)NC2CCCCC2)C(=O)CCCC(=O)Nc2ccccn2)c1,2%
CCc1ccc(CCC(=O)Nc2ccc(OC)cc2)o1,4%
O=S(=O)(Cc1ccc(Cl)cc1)CC(O)COCc1ccccc1 (stereo unspecified),-5%
CC(C)CNC(=O)C1CCCN1S(=O)(=O)c1ccc(Cl)cc1 (stereo unspecified),2%
CCn1c(C)cc2c(c1=O)C(c1ccc3c(c1)OCO3)C(C#N)=C(N)O2 (stereo unspecified),-9%
O=C(Nc1ccc(Cl)cn1)C1CCCN1S(=O)(=O)c1cccc2ccccc12 (stereo unspecified),0%
CCN(CC)/C(=N/S(=O)(=O)c1ccc(C)cc1)c1ccccc1,2%
COc1ccc(C2OC(=O)CC2C(=O)NC2CCCC(C)C2C)cc1OC (stereo unspecified),-3%
COc1ccc(S(=O)(=O)N2CCCCC2C(=O)O)cc1 (stereo unspecified),7%
Cc1ccc(C)n1-c1ccccc1N,-8%
O=C(COC(=O)c1cccc(S(=O)(=O)N2CCOCC2)c1)Nc1nc(-c2ccccc2Cl)cs1,2%
CCc1nnc(NC(=O)CSc2nnc(-c3ccccc3OC)n2-c2ccc(C)cc2)s1,-4%
O=C(c1cn(-c2ccccc2)nc1-c1cccs1)N(CCO)Cc1ccccc1,7%
Cn1ncc(N=Cc2ccc([N+](=O)[O-])cc2)c1C(=O)N1CCOCC1,-4%
CN1CCc2nc(NC(=O)c3cccc(OC(F)F)c3)sc2C1,-2%
c1ccc(NC2=Nc3ccccc3CC2)cc1,-6%
Cn1nccc1C(=O)N1CCN(c2ccc(F)cc2)CC1,2%
CCS(=O)CCSC(=N)N (stereo unspecified),13%
CC1=CC(=O)C=C(C)C1=NOS(=O)(=O)c1ccccc1,51%*
O=C(Cn1ccc2ccccc2c1=O)NCCC(=O)N1CCN(c2cccc(Cl)c2)CC1,-5%
Cn1c(CSCc2ccc(Cl)cc2)nnc1SCC(=O)Nc1nccs1,4%
COc1ccc(OC)c(S(=O)(=O)N2CCC(C(=O)Nc3cccc(C)c3)CC2)c1,7%
CCCN(Cc1cc2cccc(C)c2[nH]c1=O)S(C)(=O)=O,-7%
CC(C)(C)NC(=O)NC(=O)COC(=O)c1cc(=O)[nH]c2ccccc12,13%
C=CCn1c(SCC(=O)Nc2cc(OC)c(NC(=O)c3ccco3)cc2OC)nnc1-c1ccncc1,-3%
C=CCn1c(C)cc(C(=O)CSc2nnc3c(Cl)cc(Cl)cn23)c1C,-2%
COc1ccc(OC)c(S(=O)(=O)N2CCN(c3ccccn3)CC2)c1,-3%
COc1ccc(CC(=O)NNC(=O)c2ccc(SCc3cc(F)ccc3F)c([N+](=O)[O-])c2)cc1,-6%
CCOC(=O)N1CCN(CC(=O)Nc2ccc(Oc3ccccc3)cc2)CC1,-16%
Cc1nn(C)c(Cl)c1S(=O)(=O)N[C@@H](c1ccccc1)[C@]1(C)C[C@H]1[C@@H](C)C(=O)Nc1ccc2ccccc2c1,0%
CN(C)S(=O)(=O)c1ccc2[nH]cc(/C=C/c3nc4ccccc4c(=O)n3-c3ccccc3)c2c1,-10%
CCOC(=O)C1=C(CSc2nccn2C)NC(=O)NC1c1cc(C)ccc1C (stereo unspecified),7%
Cc1cccc(NC(=O)C2CC(=O)OC23CCCCC3)c1 (stereo unspecified),-10%
COc1cccc(-n2nnnc2SCC(=O)Nc2ccc(C(C)=O)cc2)c1,-8%
CCCOc1ccccc1-n1sc2c(c1=S)-c1cc(OC)cc3c1N(C(=O)C3=O)C2(C)C,-3%

# Shown field by field: part of the list above
COc1ccc(OC)c(S(=O)(=O)N2CCN(c3ccccn3)CC2)c1
  HT1080 cytotoxicity = -3%

c1ccc(NC2=Nc3ccccc3CC2)cc1
  HT1080 cytotoxicity = -6%

Cn1nccc1C(=O)N1CCN(c2ccc(F)cc2)CC1
  HT1080 cytotoxicity = 2%

O=C(Cn1ccc2ccccc2c1=O)NCCC(=O)N1CCN(c2cccc(Cl)c2)CC1
  HT1080 cytotoxicity = -5%

# (more compounds)
SMILES,HT1080 cytotoxicity
CC(C)C(c1nnnn1C1CCCCC1)N1CCc2ccccc21 (stereo unspecified),-11%
CC1CCCCN1Cc1ccc(N)cc1 (stereo unspecified),14%
Cc1nc(NC(=O)CN(C)S(=O)(=O)c2ccc(Br)cc2)sc1C,-8%
CSc1ccccc1NC(=O)c1ccccc1N(Cc1ccccc1)S(C)(=O)=O,4%
Cn1ncc(Cl)c1C(=O)Nc1sc2c(c1C(N)=O)CCC2,17%
CC1CC(C)(C)N(C(=O)NC2CCCCC2)c2ccccc21 (stereo unspecified),-17%
CC(OC(=O)CNC(=O)C12CC3CC(CC(C3)C1)C2)C(=O)Nc1ncc(Cl)cc1Cl (stereo unspecified),-3%
COc1ccc(-c2nc(C#N)c(N3CCc4ccccc4C3)o2)cc1OC,-6%
CCC(=O)NCC(=O)OCC(=O)c1ccccc1,-5%
CCOC(=O)c1c(N)sc2c(OCC)c(Br)ccc12,-3%
CNCC/C=C1/c2ccccc2CSc2ccccc21,-17%
COC(=O)c1ccc(CSc2nnc(Nc3ccc(OC)cc3)s2)o1,-2%
C/C=C(\C)CN1CCN(c2ccc(C)cc2)CC1,-2%
CCOc1c(OC)ccc2c3c(c(=O)oc12)CCCC3,5%
NCCOc1ccccc1Cc1ccccc1,15%
CC(C)N1CC(C(=O)O)CC1=O (stereo unspecified),-9%
Cc1ccccc1OCC(=O)N/N=C/c1ccco1,-2%
Cc1ccc(C(=O)Nc2ccc3cn[nH]c3c2)cc1S(=O)(=O)N1CCCCC1,-4%
CCC(C)(C(=O)NC1CCCC1)N(C(C)=O)c1ccc(C)cc1 (stereo unspecified),2%
COC(=O)[C@@]1(Cc2ccc(F)cc2)[C@H]2c3cc(C(=O)N(C)C)n(Cc4ccc(O)c(OC)c4)c3C[C@H]2CN1C(=O)c1ccccc1,-6%
Cc1ccccc1N1CCN(Cc2c[nH]c3ccccc23)CC1,10%
COc1ccc(N/C(N)=N/c2nc(CSc3ccc(Cl)cc3)cc(=O)[nH]2)cc1,-10%
CC(=O)c1ccc(-n2nnnc2SCC(=O)Nc2cccc(NC(=O)c3ccco3)c2)cc1,15%
Cc1ccc(C(=O)N2CCC(C)CC2)cc1C,-9%
Nc1ccc(C(O)(C(F)(F)F)C(F)(F)F)cc1,-13%
Cn1c(SCCCC(=O)c2ccc(Br)cc2)nnc1-c1ccncc1,-12%
CCN(CC)S(=O)(=O)c1ccc(Oc2ccc(S(=O)(=O)N(CC)CC)cc2)cc1,22%
COc1cccc(Nc2nc(C)cc(C)c2C#N)c1,14%
CC(C)CCn1c(SCC(=O)N2CC(=O)Nc3ccccc32)nc2scc(-c3cccs3)c2c1=O,-12%
COC(=O)CSc1[nH]c(=O)cc(C)c1C#N,10%
CC(C)Cn1cnc2c(=O)oc3ccccc3c21,4%
O=C(Nc1ccc(-n2cnnn2)cc1)C1CCCCC1,16%
COc1cc(C=C(C(C)=O)C(C)=O)ccc1O,17%
COCCn1nnnc1C(c1cccc(C(F)(F)F)c1)N1CCOCC1 (stereo unspecified),17%
CCSc1nc2sc3c(c2c(=O)[nH]1)CCCC3,1%
C#CC[N+]1(CC#Cc2ccccc2)CCOCC1,-5%
CCOC(=O)c1cc2sc(C)cc2n1CC(=O)N(CC)CC,-1%
COC(=O)N1[C@H](C)C=C[C@]1(Cc1ccccc1)C(=O)NCc1ccc(C)o1,-8%
CCOc1ccccc1-c1cc(-c2ccccc2)nc2c1c(=O)n(C)c(=O)n2C,-6%
C=CCN(CC=C)CC(=O)Nc1ccc(S(N)(=O)=O)cc1,-4%
O=C(OCc1ccc(Cl)c(Cl)c1)c1ccccn1,-4%
Cc1ccc(/C=N/n2cnnc2)s1,-10%
Cc1nn(C)cc1CNC(=O)c1cccc(Br)c1,0%
CC(=O)c1cccc(NC(=O)C2CC(c3ccc(F)cc3)=NO2)c1 (stereo unspecified),6%
Cc1ccc(-c2noc(CC(c3ccccc3)c3ccccc3)n2)cc1,-20%
CCCC1O[C@@H]2CC3C4CCC5=CC(=O)C=C[C@]5(C)C4C(OC(C)=O)C[C@]3(C)[C@]2(C(=O)COC(C)=O)O1 (stereo partly specified),5%
CCCCCCN(C(=O)CCCCCN1C(=O)NC(c2ccc([N+](=O)[O-])cc2)C(C(=O)OCc2ccccc2)=C1C)C(C(=O)NCCCC)c1ccc(OCC(=O)OC)c(C(=O)OC)c1 (stereo unspecified),-7%
Cc1cc(C)c(N=C2CCCN2Cc2ccccc2)c(C#N)c1,-12%
COC(=O)[C@@]1(Cc2ccc(OC)cc2)[C@H]2c3cc(C(=O)N4CCCC4)n(Cc4ccc(C)c(F)c4F)c3C[C@H]2CN1C(=O)c1ccccc1,-17%
CCn1c2ccc(Cl)cc2c2nc3ccccc3nc21,-9%
O=C(CC1C(=O)N(c2ccccc2)C(=O)N1C1CCCCC1)Nc1ccccc1 (stereo unspecified),1%
CCOC(=O)C1=C(O)C(=O)N(c2ccc(S(N)(=O)=O)cc2)C1c1ccc(Cl)cc1 (stereo unspecified),-10%
CC(/C=C/c1ccccc1)=N/NC(=O)c1cnccn1,-7%
COc1cccc(C(=O)CSc2nc3ccccc3n2CC(=O)N(C(C)C)C(C)C)c1,-1%
COc1ccc(N(CC(=O)NCCC2=CCCCC2)S(C)(=O)=O)cc1OC,10%
COC(=O)[C@@]1(Cc2ccc(F)cc2)[C@H]2c3cc(C(=O)N(C)C)n(CCF)c3C[C@H]2CN1C(=O)c1ccccc1,-9%
CCCCn1c(SCc2nc3ccccc3s2)nc2cc(S(N)(=O)=O)ccc21,3%
COc1ccc(N(Cc2ccccc2)C(=O)CSc2nnc(Cn3nnc4ccccc43)o2)cc1,-9%
CC(=O)Nc1ccc(-c2nnc(SCc3c(C)cc(C)cc3C)n2C)cc1,-19%
CCN1C(=O)C2C(C1=O)N1C(c3ccccc3)C3C(=O)N(CC)C(=O)C3N1C2c1ccccc1 (stereo unspecified),-7%

# Molecules listed so far that have a COOH group:
SMILES,HT1080 cytotoxicity
COc1ccc(S(=O)(=O)N2CCCCC2C(=O)O)cc1 (stereo unspecified),7%
CC(C)N1CC(C(=O)O)CC1=O (stereo unspecified),-9%

# These rows are one share of the data. The share of hits here may be higher or lower than overall.
